M1 PAM – positive allosteric modulators of human M1 muscarinic receptor; activation, % at 3 µM; 360,000 tested, 0.088% active; AID 588819; CHO-K1 hM1, Fluo-8 calcium fluorescence, ACh EC20; 0% = ACh EC20, 100% = maximal ACh; in the data active means activation above about 19%, passing the limit was not always enough
Target sequence (P11229 whole entry, looked up): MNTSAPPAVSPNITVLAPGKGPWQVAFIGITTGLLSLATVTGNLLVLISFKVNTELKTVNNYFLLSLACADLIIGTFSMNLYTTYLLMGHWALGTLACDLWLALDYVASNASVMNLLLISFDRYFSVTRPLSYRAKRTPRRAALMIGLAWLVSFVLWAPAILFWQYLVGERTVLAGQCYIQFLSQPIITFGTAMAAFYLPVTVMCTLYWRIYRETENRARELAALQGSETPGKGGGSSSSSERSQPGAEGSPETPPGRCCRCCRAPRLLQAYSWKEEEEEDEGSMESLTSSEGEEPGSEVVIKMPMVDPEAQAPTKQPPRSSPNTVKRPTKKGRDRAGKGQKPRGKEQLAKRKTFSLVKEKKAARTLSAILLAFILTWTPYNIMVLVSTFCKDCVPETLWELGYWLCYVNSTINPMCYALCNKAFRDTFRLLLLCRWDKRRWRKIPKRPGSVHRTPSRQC
TAAR1 ag – agonists of human TAAR1; CHO RD-HGA16 TAAR1, Fluo-8 calcium fluorescence; vehicle wells 0%, saturating PEA agonist 100%; activation, % at 3 µM; 360,000 tested, 0.99% active;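 active means activation above the mean activation of all test compounds in the run plus 3 SD, cut at about 38% in these data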
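System: CHO-derived RD-HGA16 cells with stable Gα16 and human TAAR1. Times: 17-24 h plating, Fluo-8 75 min 37 °C, 30 min RT. Measured by: calcium-sensitive Fluo-8 signal, excitation 470-495, emission 515-575 nm. Read-out basis: % activation relative to PEA EC100 response. Control set: DMSO and PEA EC100. Repeats: no replicates (n 1).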
CHO parental Ca – signal in parental CHO cells, OX1R antagonist counter-screen; parental CHO-K1, ATP-induced calcium, Fluo-8 fluorescence; inhibition, % at 5.6 µM; 330,000 tested, 0.63% active; AID 463079;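 active means inhibition above that plate's mean sample inhibition plus 3 SD, cut at about 26% in these data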;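 further: 0% = ATP-challenged DMSO wells and 100% = DMSO wells without ATP; some compounds past the cut are filed as inactive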
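Measured by: calcium-sensitive Fluo-8 fluorescence / Test system: CHO parental line / Controls: ATP-challenged DMSO wells low, unchallenged DMSO wells high / Measure: % inhibition / Compound: single nominal dose of 5.6 µM per compound / Replicates: single well per compound, no replicates / Reagent: ATP as calcium-mobilizing challenge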
V1R ag counter – V1a receptor agonism, counter-screen for OXTR agonists | P37288 | CHO-V1R cells, Fluo-8 calcium fluorescence, agonist mode; 0% DMSO, 100% 3 nM vasopressin | activation, % at 3 µM | 320,000 tested, 0.25% active | AID 2797;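 active means activation above the mean activation of all tested compounds plus 3 SD, per screening run, cut at about 20% in these data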;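 further: signal is peak over basal fluorescence ratio across a 100 second FLIPR read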
TAAR1 antag – antagonists of human TAAR1 | CHO RD-HGA16 TAAR1, Fluo-8 calcium fluorescence, antagonist | 360,000 tested, 1.5% active | Q96RJ0 | inhibition, % at 3 µM;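 active means inhibition above a per-plate cutoff, the mean inhibition of test compounds on that plate plus 3 SD, cut at about 49% in these data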;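 further: 0% = DMSO plus EC80 beta-PEA response and 100% = DMSO alone without agonist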
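System: RD-HGA16 CHO cells with stable hTAAR1 and Gα16 | Probe or stimulus: EC80 β-phenethylamine stimulus | Dosing: 3 µM, single point | Times: Dye loading 75 min at 37 °C, then 30 min room temperature | Measured by: Fluo-8 calcium-sensitive fluorescence | Read-out basis: % inhibition of agonist calcium response | Replicates: n of 1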
OXTR potentiate – potentiates the human oxytocin receptor response; P30559; CHO-OTR cells, Fluo-8 calcium fluorescence, potentiator mode; 0% = oxytocin EC15, 100% = EC100; activation, % at 3 µM; 320,000 tested, 0.061% active; AID 2445;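 active means activation above that plate's cutoff, the mean activation of tested compounds plus 3 SD, cut at about 6.6% in these data, passing the limit was not always enough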;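 further: 100% uses oxytocin at 75 nM as the full agonist control; some results filed as inactive read as strong as hits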
Target sequence (P30559 whole entry, looked up): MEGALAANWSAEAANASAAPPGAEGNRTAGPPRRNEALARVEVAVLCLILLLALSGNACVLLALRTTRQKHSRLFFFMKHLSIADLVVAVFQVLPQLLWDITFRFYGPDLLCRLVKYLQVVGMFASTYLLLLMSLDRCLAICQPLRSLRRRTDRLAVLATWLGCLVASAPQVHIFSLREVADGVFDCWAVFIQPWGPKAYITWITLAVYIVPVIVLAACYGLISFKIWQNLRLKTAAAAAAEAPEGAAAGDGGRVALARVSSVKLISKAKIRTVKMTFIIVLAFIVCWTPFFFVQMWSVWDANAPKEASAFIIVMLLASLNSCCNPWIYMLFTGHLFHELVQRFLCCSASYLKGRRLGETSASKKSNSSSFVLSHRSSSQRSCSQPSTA
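test system = CHO-OTR cells, human receptor | compound = single-point 3.0 µM | schedule = 6 min compound pre-incubation at room temperature, 100 s kinetic read | signal = Fluo-8 no-wash calcium dye fluorescence, excitation 470-495 nm, emission 515-575 nm | repeats = single well per compound, singlicate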
CHRM1 antagonist – human CHRM1 antagonism; P11229; CHO-K1 hM1, Fluo-8 calcium fluorescence, ACh EC80 antagonist; AID 588852; 360,000 tested, 1.3% active; inhibition, % at 3 µM;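 active means percent inhibition above its own plate's cutoff, namely the mean of that plate's compound wells plus 3 SD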;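 further: peak over basal fluorescence ratio during 140 s after agonist addition; 0% = ACh EC80 plus DMSO and 100% = DMSO alone without agonist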
OXTR agonist – human OXTR agonism. P30559. 320,000 tested, 0.32% active. CHO-OTR cells, Fluo-8 calcium fluorescence; normalized: DMSO 0%, oxytocin 100%. activation, % at 3 µM. AID 2435;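 active means activation above the mean of all tested compounds plus 3 SD, cutoff set per screening run, cut at about 20% in these data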;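 further: peak over basal fluorescence ratio from a 100 s FLIPR kinetic read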
M1 ag – human M1 muscarinic receptor agonism; 360,000 tested, 0.33% active; activation, % at 3 µM; P11229; CHO-K1 hM1, Fluo-8 calcium fluorescence, agonist mode; 0% DMSO, 100% acetylcholine EC100; AID 588814;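 active means activation above the run's mean compound activation plus 3 SD, cut at about 16% in these data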;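 further: peak over basal fluorescence ratio within a 140 s kinetic read after compound addition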
Active calls of the source: *; / = not tested or not shown. Random draw from the library (roughly 3.7% active in at least one column).

SMILES	M1 PAM	TAAR1 ag	CHO parental Ca	V1R ag counter	TAAR1 antag	OXTR potentiate	CHRM1 antagonist	OXTR agonist	M1 ag
CC(C)c1ccc(NC(=O)CSc2nc(=O)n(CCN3CCOCC3)c3c2CCC3)cc1	12	0	-11	-0.5	-10	-4	-13	-2.4	-5
O=C(NCC(c1ccco1)N1CCc2ccccc2C1)c1ccc(F)cc1 (stereo not given)	4	46*	-23	-0.8	-18	-14	2	-1.8	-6
COc1ccc(N(CC(=O)NCCSc2ccccc2)S(=O)(=O)c2ccccc2)cc1	1	6	-9	3.6	65*	-16	3	2.2	-2
CCN(CC)CCOC(=O)c1ccc(NC(=O)CCCN2C(=O)/C(=C\c3cccs3)SC2=S)cc1	-21	22	-6	0.2	8	-13	43*	1.6	-5
COCCN(C(=O)CSc1nnc(-c2ccccc2F)n1C)c1c(N)n(Cc2ccccc2)c(=O)[nH]c1=O	-1	0	-4	-0.5	-1	-18	7	-0.3	-5
O=C(C1Cc2ccccc2CN1S(=O)(=O)c1ccccc1[N+](=O)[O-])N1CCOCC1 (stereo not given)	10	1	-6	0.6	-25	0	-23	0.3	0
Cc1cccc(-c2nnc(NC(=O)c3cccs3)s2)c1	2	2	-3	1.1	10	4	1	2.4	0
O=C(NCCO)c1cccc2c1C(=O)c1ccccc1-2	1	1	-12	0.0	-5	-5	-5	0.0	-7
CC(C)C(NC(=O)c1ccccc1)c1nnc(SCC(=O)NC2CCCC2)n1C (stereo not given)	16	5	-9	0.5	-20	-1	-21	-0.9	-2
Cc1cnc(NCCc2ccccc2)s1	15	13	/	/	-2	/	-21	/	-4
CN(Cc1ccco1)C(=O)c1ccc(CNS(=O)(=O)c2ccc3c(c2)C(C)(C)C(=O)N3C)cc1	-6	2	-6	0.4	-1	5	15	0.9	0
Cc1nn(Cc2ccccc2)c(C)c1/C=N/NC(=O)CNc1cccc(C(F)(F)F)c1	3	5	-18	0.4	-2	0	-7	1.6	-12
CCOc1cc(/C=N/NC(N)=O)cc(Br)c1OCC(=O)Nc1cccc2ccccc12	-5	37	15	1.3	66*	-5	-7	-0.1	-1
c1ccc(-c2nc(NCc3ccco3)c3ccccc3n2)nc1	-6	3	-15	1.8	-1	-7	-15	0.2	-3
CCCCCCc1cc2cc(C(=O)NC)c(=N)oc2cc1O	0	24	-11	1.2	5	-14	0	2.3	2
CC1(c2ccccc2)NC(=O)N(CCN2C(=O)c3ccccc3C2=O)C1=O (stereo not given)	5	2	-6	-0.3	-14	-7	-7	-0.7	-3
COc1ccc(S(=O)(=O)N(CC(=O)NC(C)C)Cc2ccccc2)cc1	10	8	-3	-0.6	8	-7	-8	-0.7	-6
COc1cccc(-c2ccc(NC(=O)C3CCCN(CCCn4nc(C)cc4C)C3)cc2)c1 (stereo not given)	-24	19	-12	14	26	-8	49*	9.2	-2
COC(=O)c1[nH]c2cccc(OC)c2c1NC(=O)C(C)N1CCC(C)CC1 (stereo not given)	/	4	-10	0.3	18	-6	/	0.3	/
CCn1ncc([N+](=O)[O-])c1C(=O)Nc1c(C)cccc1C	1	1	/	/	-6	/	-8	/	-3
CSc1ccccc1NC(=O)c1ccc(N2CC3CC(C2)c2cccc(=O)n2C3)c(NC(=O)c2ccncc2)c1 (stereo not given)	9	1	-18	2.6	1	-1	-6	0.2	1
CCOc1ccccc1NC(=O)COc1ccc2c(c1)OCO2	7	3	-9	0.5	6	-3	-17	-1.9	-2
O=C(O)CCCCOn1ccnc1	5	15	-7	0.1	-9	3	-11	1.4	-5
CC(=O)Oc1[nH]c(=O)c2cccc3c2c1CCC3	8	3	/	/	-14	/	-17	/	-4
Cc1ccccc1C(=O)N/N=C1/SCC(=O)N1Cc1ccccc1	0	2	-2	0.2	-10	-7	-3	-0.1	-5

The list goes on, overlapping the part above by 2 compounds.
SMILES	M1 PAM	TAAR1 ag	CHO parental Ca	V1R ag counter	TAAR1 antag	OXTR potentiate	CHRM1 antagonist	OXTR agonist	M1 ag
CC(=O)Oc1[nH]c(=O)c2cccc3c2c1CCC3	8	3	/	/	-14	/	-17	/	-4
Cc1ccccc1C(=O)N/N=C1/SCC(=O)N1Cc1ccccc1	0	2	-2	0.2	-10	-7	-3	-0.1	-5
COCCn1nnnc1C(c1ccc2ncccc2c1)N1CCc2ccccc21 (stereo not given)	0	14	-7	-0.1	-9	1	3	-2.1	-4
CC(C)(C)SCCNC(=O)/C=C/c1cccc([N+](=O)[O-])c1	3	0	-10	0.6	5	-8	-9	0.7	-6
CCn1nc(C)c(Br)c1-c1nc(CS(=O)(=O)c2ccc(F)cc2)no1	4	2	-21	-0.3	-16	-8	-10	-2.8	-4
N#C/C(=C/C=C/c1ccccc1)C(=O)Nc1ccccc1	3	74*	-4	1.2	34	-4	6	-1.6	0
O=C(Nc1cccc(-c2cn3cccnc3n2)c1)c1ccco1	5	/	3	0.3	/	0	-13	-0.6	-5
O=C(O)CCC(=O)N1N=C(c2ccccc2)CC1c1ccc2nccnc2c1 (stereo not given)	-2	2	-9	-0.3	-12	0	10	0.4	-4
COC(=O)c1cc(C(=O)OC)n(Cc2ccc(Br)cc2)n1	3	2	-13	-1.2	0	2	1	-1.7	-8
CCOc1ccc(Br)cc1S(=O)(=O)Nc1ccc(C(=O)Nc2ccc(C)cc2)cc1	-1	-1	-9	0.5	-22	-12	3	1.5	-7
CCOC(=O)c1c(S(=O)(=O)NCc2ccco2)c(C)n(C)c1C	-4	0	4	-0.1	2	-2	12	-1.5	-2
CC(=O)Nc1ccc(S(=O)(=O)NCC2CCC(C(=O)N3CCN(c4ccccn4)CC3)CC2)cc1 (stereo not given)	-1	5	-13	-0.1	0	-5	3	0.0	-5
CCCC[C@@H]1C[C@H]1[C@@H](NC(=O)c1cccs1)c1ccc(Cl)cc1	/	/	22	1.4	/	-12	/	2.3	/
CN(C)c1ccc(/C=N/N(CCC#N)C2=NS(=O)(=O)c3ccccc32)cc1	-2	7	-13	0.1	6	-3	3	-0.7	-6
Cc1c(N=C2NC(=O)/C(=C/c3cccc([N+](=O)[O-])c3)S2)c(=O)n(-c2ccccc2)n1C	/	/	-5	1.3	/	-1	/	0.9	/
CNC(=S)N/N=C/c1c(C)cccc1Cl	-1	-2	-11	-0.9	-42	-1	-3	-3.2	-4
O=C(/C=C/c1ccc(S(=O)(=O)NCc2ccco2)cc1)N1CCN(c2ccccc2)CC1	6	7	-9	5.0	17	-6	-9	1.8	-9
Cc1cc(C)n2c(C)nnc2c1	8	2	/	/	3	/	-15	/	-2
CCOC(=O)c1ccc(NC(=O)C(=O)NCc2ccco2)cc1	5	4	-19	0.5	-16	-17	-4	-0.5	-5
CS(=O)(=O)N1CCCC(C(=O)Nc2ccccc2F)C1 (stereo not given)	15	-1	-7	0.5	-5	-11	-17	-0.6	0
CCn1nc(C)c(CN2CCN(Cc3ccc(OC)c(C)c3C)C(CCO)C2)c1C (stereo not given)	-4	5	-15	-0.4	1	-16	6	-1.0	-10
COc1cc(OC)c(NC(=O)c2cc3ccccc3cc2O)cc1Cl	2	10	/	/	31	/	4	/	0
COc1ccccc1CCc1nnc(CCC(=O)NC(C)Cc2ccsc2)o1 (stereo not given)	7	-1	-8	0.0	-8	-22	11	-1.4	-1
COCCn1c(=O)[nH]c2cc(C(=O)NCCN3CCN(c4ccccc4)CC3)ccc2c1=O	2	10	-13	0.5	-2	2	3	0.1	-3
COCCN(C(=O)COC(=O)Cc1c(C)nc2ccccc2c1C)c1c(N)n(CC(C)C)c(=O)[nH]c1=O	6	2	-12	0.7	-16	-5	-11	0.5	-4
COc1ccc(C2C(CN3CCOCC3)C(=O)N2c2ccccc2)cc1 (stereo not given)	1	1	-17	0.3	-14	-4	6	1.4	-1
COC(=O)C1=C(C)NC(=O)CC1c1cc2c(cc1Br)OCO2 (stereo not given)	5	13	-19	-0.3	4	-4	-2	0.1	-5

Grouped by structure: those above containing an NH in an aromatic ring (5)
SMILES	M1 PAM	TAAR1 ag	CHO parental Ca	V1R ag counter	TAAR1 antag	OXTR potentiate	CHRM1 antagonist	OXTR agonist	M1 ag
COCCN(C(=O)CSc1nnc(-c2ccccc2F)n1C)c1c(N)n(Cc2ccccc2)c(=O)[nH]c1=O	-1	0	-4	-0.5	-1	-18	7	-0.3	-5
COC(=O)c1[nH]c2cccc(OC)c2c1NC(=O)C(C)N1CCC(C)CC1 (stereo not given)	/	4	-10	0.3	18	-6	/	0.3	/
CC(=O)Oc1[nH]c(=O)c2cccc3c2c1CCC3	8	3	/	/	-14	/	-17	/	-4
COCCn1c(=O)[nH]c2cc(C(=O)NCCN3CCN(c4ccccc4)CC3)ccc2c1=O	2	10	-13	0.5	-2	2	3	0.1	-3
COCCN(C(=O)COC(=O)Cc1c(C)nc2ccccc2c1C)c1c(N)n(CC(C)C)c(=O)[nH]c1=O	6	2	-12	0.7	-16	-5	-11	0.5	-4

2 entries drawn at random from the list so far:
SMILES	M1 PAM	TAAR1 ag	CHO parental Ca	V1R ag counter	TAAR1 antag	OXTR potentiate	CHRM1 antagonist	OXTR agonist	M1 ag
CS(=O)(=O)N1CCCC(C(=O)Nc2ccccc2F)C1 (stereo not given)	15	-1	-7	0.5	-5	-11	-17	-0.6	0
CCOC(=O)c1ccc(NC(=O)C(=O)NCc2ccco2)cc1	5	4	-19	0.5	-16	-17	-4	-0.5	-5
